PNC inhibitor = High Content Assay for Compounds that inhibit the Assembly of the Perinucleolar Compartment | activity change (PNC), negative = inhibition, % at 10 µM | 3.1% of 140,000 active | PC3M PTB-GFP, PNC prevalence imaging, 16 h; stronger effect = lower value | AID 2417, 2010;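 active means readout at or below -70, meaning at least 70% loss of cells showing the perinucleolar compartment, a nuclear body marking cancer cells; inconclusive means readout between -30 and a set limit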;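 further: plate controls were DMSO wells for no effect and camptothecin positive control wells for full effect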
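PC3M cells stably expressing PTB-GFP, 750–1000 cells/well, treated 16 h at 37 °C with compound (23 nl of library stock), in duplicate. After paraformaldehyde fixation and Hoechst stain, imaged at 20x; PNC prevalence scored by image analysis.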
ALOX12 inhib = qHTS Assay for Inhibitors of 12-hLO (12-human lipoxygenase); Potency, µM (highest dose often 57.1 µM), inactives show at the top dose activity change, negative = inhibition, usual class: inhibitors; Polyunsaturated fatty acid lipoxygenase ALOX12 (Homo sapiens), P18054; AID 1452, 2008; purified 12-hLO, xylenol orange hydroperoxide absorbance; 0.12% of 150,000 active; further: potency means the concentration at half of the fitted maximal effect; nearly all actives have a fitted effect of over 55% in size; many of its hits are not listed in these tables
Target sequence (P18054 whole entry, looked up): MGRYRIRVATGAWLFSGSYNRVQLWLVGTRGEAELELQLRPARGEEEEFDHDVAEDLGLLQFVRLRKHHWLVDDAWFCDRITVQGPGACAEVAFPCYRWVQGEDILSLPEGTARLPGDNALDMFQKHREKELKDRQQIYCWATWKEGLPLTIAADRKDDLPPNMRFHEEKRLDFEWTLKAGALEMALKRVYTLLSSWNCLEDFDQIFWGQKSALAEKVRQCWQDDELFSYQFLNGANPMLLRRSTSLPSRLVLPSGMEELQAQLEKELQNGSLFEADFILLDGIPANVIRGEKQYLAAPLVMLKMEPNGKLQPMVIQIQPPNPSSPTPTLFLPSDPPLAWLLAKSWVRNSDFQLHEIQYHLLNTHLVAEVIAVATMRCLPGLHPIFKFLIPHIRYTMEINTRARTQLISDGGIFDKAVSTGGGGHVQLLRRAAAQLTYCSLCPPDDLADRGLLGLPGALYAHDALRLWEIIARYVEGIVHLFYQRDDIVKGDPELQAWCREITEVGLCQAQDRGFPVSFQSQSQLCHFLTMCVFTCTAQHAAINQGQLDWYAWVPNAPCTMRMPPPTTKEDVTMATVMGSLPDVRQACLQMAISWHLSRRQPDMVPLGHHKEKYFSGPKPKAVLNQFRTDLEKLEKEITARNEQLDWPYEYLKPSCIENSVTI
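Purified human 12hLO (150 nM final) was preincubated with compounds for 15 min at room temperature in 25 mM Hepes pH 7.0, 0.01% Triton X-100, then reacted with 40 uM arachidonic acid for 30 min. Hydroperoxide was detected with ferrous iron/xylenol orange.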
IMPase cell inh = qHTS Assay for Identifying the Cell-Membrane Permeable IMPase Inhibitors | Inositol monophosphatase 1 (Rattus norvegicus), P97697 | CHO-M1 cells, IP1 accumulation, HTRF TR-FRET ratio | inhibition (IP1 accumulation), % at 46.1 µM | 120,000 tested, under 10 active | AID 901, 2007; active means well fitted curve in the direction sought with a large enough effect in the signal ratio, not every such curve was filed as active; inconclusive means small, poorly fitted or top-dose-only effect, or a change in a side signal; inactive means no such curve, though single readings can be large or run the other way; the % refers to the signal ratio;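 further: cells stimulated with carbachol in lithium chloride buffer; plate controls were DMSO basal wells for no effect and reference inhibitor wells for full effect; higher means more IMPase inhibition seen as more IP1 and lower FRET ratio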
Target sequence (P97697 whole entry, looked up): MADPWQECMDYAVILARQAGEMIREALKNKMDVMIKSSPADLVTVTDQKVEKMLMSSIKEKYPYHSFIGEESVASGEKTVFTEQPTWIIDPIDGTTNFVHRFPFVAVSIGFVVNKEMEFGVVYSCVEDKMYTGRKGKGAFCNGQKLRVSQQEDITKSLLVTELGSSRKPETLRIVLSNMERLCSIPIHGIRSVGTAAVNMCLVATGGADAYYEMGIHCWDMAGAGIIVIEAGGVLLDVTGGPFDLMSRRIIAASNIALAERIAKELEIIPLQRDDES
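CHO-M1 cells (CHO stably expressing M1 receptor), compound up to 46 uM final, stimulated with carbachol (50 uM as added) in buffer with 50mM LiCl, pH 7.4, 30 min at 37C. Cytosolic IP1 read by TR-FRET; AC50 from Hill fits.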
15-hLO-2 inh = qHTS Assay for Inhibitors of 15-hLO-2 (15-human lipoxygenase 2). Polyunsaturated fatty acid lipoxygenase ALOX15B (Homo sapiens), O15296. purified 15hLO-2, xylenol orange hydroperoxide absorbance. Potency, µM (highest dose often 57.1 µM), for the others: at the highest dose activity change, negative = inhibition, actives largely listed as inhibitors. 0.56% of 110,000 active; further: potency means the concentration at half of the fitted maximal effect; nearly all actives have a fitted effect of over 60% in size; many of its hits are not listed in these tables
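Purified human 15hLO-2 (50 nM) preincubated 15 min with compound, then 45 uM arachidonic acid for 90 min at RT in 25 mM Hepes pH 7.5, 0.01% Triton X-100. Hydroperoxide detected by Fe-xylenol orange; 573/405 nm absorbance ratio.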
* marks the source's active call; other numbers are inactive results; ? = inconclusive; . = no result given; [ ] = another dose, or the depositor's remark. Unless noted, the call rests on the fitted dose curve; in most records, active means well fitted curve in the direction sought with a large enough effect; inconclusive means small, poorly fitted or top-dose-only effect, or another doubt; inactive means no such curve, though single readings can be large; an effect the other way counts as inactive or inconclusive. Unless noted, on the % scale 0 is the no-effect control and ±100 the full control effect.

Values run as follows: PNC inhibitor | ALOX12 inhib | IMPase cell inh | 15-hLO-2 inh
CC(C)c1c(O)c2c(n(-c3ccccc3)c1=O)CCCC2
 : ? | 2% | . | .
Cc1ccc(C(=O)N/C(=C/c2ccco2)C(=O)NCCc2c[nH]c3ccccc23)cc1C
 : 28 | -3% | 1 | 20%
CCCCCCCCNc1nc(Cl)nc(NCc2ccco2)n1
 : 4 | 2% | . | .
Cc1nn(Cc2ccccc2Cl)c(C)c1N
 : 82 | -1% | 9 | 0%
COc1cccc(-c2cc(C(=O)O)[nH]n2)c1
 : 39 | 5% | -3 | 4%
CCOC(=O)C1=C(C)c2ccccc2OC1C(=O)OCC (stereo not given)
 : . | 2%[0.00818 µM] | . | -11%[0.0915 µM]
CCOC(=O)c1cccc(NC2c3ccccc3C(=O)N2Cc2ccco2)c1 (stereo not given)
 : ? | -6% | -9 | -9%
Cc1nn(-c2ccccc2)c(C)c1/C=N/NC(=O)c1cc(C(C)(C)C)[nH]n1
 : -83* | -2% | 6 | -2%
O=C(CN1CCN(S(=O)(=O)c2ccc3ccccc3c2)CC1)NC(=O)NC1CCCCC1
 : -8 | -3% | 10 | 22%
Cc1ccc(-n2ncc3c(=O)[nH]c(SCC(=O)N4CCCC4)nc32)cc1C
 : 21 | 3% | . | .
COc1ccccc1N1CCN(C(=O)c2ccc3[nH]c4c(c3c2)CC(C)CC4)CC1 (stereo not given)
 : 1 | -3% | . | .
Cc1ccc(C2=NN(CCC(=O)NCc3ccc4c(c3)OCO4)C(=O)CC2)cc1
 : -26 | -2% | . | .
COC(=O)Cc1csc(Nc2ccc(Cl)cc2)n1
 : 17 | -1% | . | .
CCCCN1CCC[C@@H]1CNC(=O)c1cc(C#N)c2ccccc2c1OC
 : . | 1% | 13 | 1%
S=C(c1ccc(N2CCOCC2)cc1)N1CCCCC1
 : 335 | -2% | -1 | .
CCCC1CCC(C(=O)Nn2c(C)nc3ccccc3c2=O)CC1 (stereo not given)
 : ? | -2% | ? | .
Cc1ccc(S(=O)(=O)Nc2cc(C(F)(F)F)ccc2N2CCOCC2)cc1C
 : -26 | 2% | . | .
Cc1nc2ccccc2n1CC(=O)OCC(=O)NCCc1ccccc1
 : -2 | 7% | 1 | 0%
O=C(NCc1ccccc1)NC1CCCCC1
 : -14 | 6% | 13 | 4%
CCN(CC)CCCOc1ccc(Cl)c(Cl)c1
 : 27 | 0% | . | .
CCOC(=O)C1=C(CSc2nc(C)ccc2C#N)OC(N)=C(C#N)C1c1cccc(OC)c1OC (stereo not given)
 : ? | -14% | -8 | 0%
CCC(OC(=O)CC1Sc2ccccc2NC1=O)C(=O)NCC1CCCO1 (stereo not given)
 : -19 | -14% | -3 | -10%
Cc1cc(=O)[nH]c(N2CCN(Cc3ccccc3)CC2)n1
 : ? | -3% | 0 | 0%
Cc1onc(-c2ccccc2)c1C(=O)NC(=S)NNC(=O)c1ccccc1O
 : -95* | -15% | . | .
O=C1NC2(CCCc3ccccc32)C(=O)N1CCOc1ccc(Br)cc1 (stereo not given)
 : -9 | -3% | 0 | 4%
COc1ccc(Oc2ncc3nc(-c4ccc(Cl)cc4)c(=O)n(CCC#N)c3n2)cc1
 : . | 1% | . | -5%
CC(=O)Nc1ccc(S(=O)(=O)Nc2ccc(S(=O)(=O)N3CCCC3)cc2)cc1
 : 100 | 0% | 8 | .
COc1ccc(NC(=O)N(Cc2cc3cc(OC)ccc3[nH]c2=O)CC2CCCO2)cc1 (stereo not given)
 : -11 | -3% | 2 | 6%
CCOc1ccc(Cc2nnc(SCC(N)=O)n2C)cc1
 : 18 | -2% | -1 | 3%
COc1ccccc1NC(=O)CSc1nnc(Cc2cc(=O)[nH]c(=O)[nH]2)n1-c1ccccc1
 : ? | -3% | -3 | 4%
Nn1c(SCC(=O)Nc2ccc3c(c2)OCO3)nnc1-c1ccc(Cl)cc1
 : 5 | -4% | -1 | -1%
CN1[C@@H]2CC[C@H]1CC(OC(=O)c1c[nH]c3ccccc13)C2 (stereo not given in full)
 : . | 2%[0.00818 µM] | 16 | 7%[0.0915 µM]
Cc1ccc(Cn2ncc(Cl)c(Cl)c2=O)cc1
 : -105* | -2% | . | .
O=C(Nc1ccc(Cl)cc1)N1CCN(c2ccc3nnc(-c4ccc(F)cc4)n3n2)CC1
 : -2 | -7% | 2 | 39%[activator]
Cc1ccc(Cl)cc1N(CC(=O)N1CCCCCC1)S(C)(=O)=O
 : ? | -1% | 6 | 4%
NCCCCCc1nnc(SC/C=C/c2ccccc2)o1
 : -28 | 8% | 4 | 9%[2.29 µM]
O=C(COc1cccc(F)c1)Oc1ccc(C(=O)c2ccccc2)cc1
 : -30 | -3% | . | .
COc1cc(C2c3c(-c4cc(C)cc(C)c4O)n[nH]c3C(=O)N2CCCO)cc(OC)c1OC (stereo not given)
 : -100* | -1% | 5 | 2%
Cn1c(Cn2c(=O)sc3ccccc32)nnc1SCC(=O)NCC1CCCO1 (stereo not given)
 : 38 | 2% | -8 | .
O=C(CN1C(=O)c2cccc3cccc1c23)N1CCN(c2cccc(Cl)c2)CC1
 : -3 | -4% | 0 | -5%
CCCCNC(=O)Nc1ccccc1C(=O)Nc1ccc(OC)cc1
 : -17 | -1% | -6 | 6%
Clc1ccc2oc(-c3cccnc3)nc2c1
 : -19 | -5% | 7 | -1%
O=C(CN1CCN(C(=O)c2ccco2)CC1)Nc1ccc(Cl)c(C(F)(F)F)c1
 : -9 | -1% | 9 | -1%
CCOP(=O)(c1ccc(N(C)C)cc1)C(O)c1ccc(Cl)cc1 (stereo not given)
 : 21 | -4% | -2 | 2%
COC(=O)c1ccc(C(=O)OC)c(NC(=O)COC(=O)C2CCCCC2)c1
 : ? | 4% | -5 | -2%
O=[N+]([O-])c1ccc(N2CCCCC2)cc1NCCOc1ccccc1
 : -13 | -2% | . | .
CC(C)CN(CC(C)C)C(=O)C12CCC(C)(C(=O)O1)C2(C)C (stereo not given)
 : -22 | 30%[activator] | 14 | .
c1cncc(-c2noc(CC3CCCCC3)n2)c1
 : 5 | 3% | 4 | 3%
O=C(NCCCn1ccnc1)c1ccc(Br)o1
 : ? | 8% | -3 | 9%
CCOC(=O)CS(=O)(=O)c1ccccc1
 : 22 | -3% | -2 | 5%
O=C(Nc1cccc(-c2cn3ccccc3n2)c1)C1CC1
 : ? | 2% | 0 | 9%
CCn1c(=O)cc(OCC(=O)NCc2ccc(C)o2)c2ccccc21
 : -27 | -7% | -4 | -11%
Cc1cc(C)c(C(=O)C2OC(=O)C(C)(C)C(=O)C2(C)C)c(C)c1 (stereo not given)
 : 24 | -6% | 1 | 2%
COc1cc(OC)c2c(-c3cccc(-c4ccc(C(C)=O)cc4)c3)cc(=O)oc2c1
 : . | 0%[0.00818 µM] | . | -17%[0.0915 µM]
O=C(CSc1nc2ccccc2s1)CSc1nc2ccccc2s1
 : -5 | -6% | 3 | -21%
Cc1cc2nncn2c(Cc2ccccc2)n1
 : 21 | 2% | -4 | -5%
COc1cccc(-c2nnc(-c3ccc(C)o3)o2)c1
 : -16 | -7% | -7 | .
CC1Cc2nc(SCC(=O)Nc3ccc4c(c3)OCO4)n(Cc3ccccc3)c(=O)c2S1 (stereo not given)
 : -22 | 3% | 11 | -7%
CCCSc1nc(C)cc(C)c1S(=O)(=O)c1ccccc1C
 : 19 | 0% | 9 | .
COC(=O)c1cc(-c2ccc(OC)c(OC)c2)on1
 : ? | 0% | 6 | -2%

(continued)
Values run as follows: PNC inhibitor | ALOX12 inhib | IMPase cell inh | 15-hLO-2 inh
COc1ccc(C(=O)/C=C/Nc2ccccn2)cc1
 : -10 | -6% | -13 | 5%
CCOC(=O)C1=NN(C(=O)c2ccc(C)cc2)C(O)(c2ccc(Cl)cc2)C1 (stereo not given)
 : -14 | -5% | -5 | 27%
CC(C)(C)c1nn(-c2ccccc2)c2[nH]c(=O)c(CNc3ccc4c(c3)OCCO4)cc12
 : 2 | -11% | 2 | -6%
Cc1ccc(-c2noc(-c3ccccc3C(=O)NCC3CCCO3)n2)cc1 (stereo not given)
 : ? | 4% | 4 | 7%
COc1ccc(N(CC(=O)NCc2ccccc2)S(=O)(=O)c2c(C)nn(C)c2C)cc1
 : -21 | 1% | -7 | 1%
CC(C)(C)OC(=O)N[C@@H](Cc1ccccc1)c1nnc(S(=O)(=O)Cc2ccccc2)o1
 : 14 | -18% | 10 | ?
Cc1ccc(NC(=O)N2CCN(c3ccccn3)CC2)cc1
 : ? | -3% | -10 | 2%
NNC(=O)c1cccc(COc2ccccc2Br)c1
 : 30 | -4% | 1 | -4%
Cc1ccc(NC(=O)Cc2ccc([N+](=O)[O-])cc2)c(Br)c1
 : -29 | -2% | . | .
COc1ccc(N2C(=O)CCC(C(=O)NCc3ccccn3)C2c2ccc(OC)c(OC)c2)cc1 (stereo not given)
 : ? | -2% | -9 | 4%[2.29 µM]
O=C(O)CCCNC(=O)OCc1ccccc1
 : -24 | -2% | -5 | -9%
COc1ccc2c(c1)N1CCN=C1N2C
 : -13 | 2% | 3 | -3%
Cc1nn2c(-c3ccncc3)nnc2c2ccccc12
 : -5 | -2% | 5 | 5%
C=CCOC(=O)/C(=C\c1cccc2ccccc12)NC(=O)c1ccccc1
 : -23 | 2% | 3 | 3%
O=C(Cn1cnc2ccccc2c1=O)Nc1ccc(-c2nnc3n2CCCCC3)cc1
 : 12 | -4% | -2 | 2%
CCc1cccc(NC(=O)CSC2=NS(=O)(=O)c3ccccc32)c1
 : -5 | 0% | 2 | 5µM*
CC(NC(=O)COC(=O)Cn1cnc2ccccc2c1=O)C1CC2CCC1C2 (stereo not given)
 : 31 | 0% | . | .
CCOc1ccc(S(=O)(=O)N(C)c2ccc(OCC(=O)Nc3ccc4[nH]c(=O)[nH]c4c3)cc2)cc1
 : 15 | -3% | 0 | -19%
Cc1ccc(-n2c(SCC(=O)N/N=C/C=C/c3ccccc3[N+](=O)[O-])nc3ccccc3c2=O)cc1
 : 75 | 0% | . | .
COc1ccc(OC)c(-c2nc3cc4ccccc4cc3nc2-c2ccccc2)c1
 : 17 | 1% | . | .
CCN(CCNC(=O)Nc1ccc(Cl)cc1)c1ccccc1
 : -28 | -18% | 4 | -4%
O=C(OCn1nnc2ccccc2c1=O)c1cc(-c2ccccc2)nc2ccccc12
 : -16 | 4% | 6 | .
COc1ccccc1NC(=O)CN1CCN(CC(=O)Nc2ccc(Cl)c(C(F)(F)F)c2)CC1
 : -22 | -4% | 5 | 17%
C1CCN=C(Nc2nn[nH]n2)CC1
 : 36 | -4% | 3 | -4%
Cc1ccc(Cn2cc(S(=O)(=O)c3ccc(Cl)cc3)c(=O)c3cc(F)ccc32)cc1
 : ? | 1% | 3 | .
Cn1c(=O)c2[nH]c(CCNC(=O)c3ccccc3)nc2n(C)c1=O
 : . | 4%[11.4 µM] | . | -15%[11.4 µM]
COc1ccc(NC(=O)CCCCC#Cc2ccccc2)cc1
 : . | 2% | . | -4%
COC(=O)[C@@]1(Cc2ccc(OC)cc2)[C@H]2c3cc(C(=O)N(C)C)n(C)c3C[C@H]2CN1C(=O)c1ccccc1
 : . | -1% | . | 10%

Only part of the results is shown (hit frequency here may not be typical).
